Bioassay records from PubChem BioAssay.
Nrf2 activator: qHTS of Nrf2 Activators. Potency, µM (highest dose often 46.1 µM), for the others: at the top dose activation, hits mostly activators. AREc32 ARE-luciferase reporter (MCF7-derived line), luminescence, 24 h. 410,000 compounds, 0.31% hits; also: potency is read from the fitted curve at half-maximal effect; % of control where 0% means no effect; nearly all actives have a fitted effect of over 65% in size
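Reporter line AREc32 (ARE-Fluc), seeded overnight in OPTI-MEM with 5% FBS; compound pin-transferred, 24 hr at 37 deg C, 5% CO2; luminescent read-out.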
Akt phos inh: HTS Assay for Inhibitors of Akt Phophorylation: Primary Screen; Neuro2A IGF-stimulated pAkt S473 HTRF, 20 min; hits give low values; activity change, % for hits at 50 µM; 360,000 compounds, 0.32% hits; in the data active = activity change below about -80%; inconclusive = mostly about -51% to -80%; also: % is scaled to controls: 0 for no effect and ±100 for the full control effect
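Single-point screen (50 µM final compound) in Neuro2A cells stimulated 20 min with 6 nM IGF at 37 deg C. After lysis, Ser473-phosphorylated Akt read by HTRF (ex 330 nm, em 615/665 nm) as the 665/615 ratio.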
Mm-Cpn inhibitor: Inhibitors of TCP-1 ring complex (TRiC) of Methanococcus maripaludis (MmCpn): qHTS; purified Mm-Cpn ATPase, ADP Transcreener TR-FRET; Potency, µM (doses to about 76.9 µM), for inactives: at the top dose activity, negative = inhibition, actives largely listed as inhibitors; AID 504842, 2011; 330,000 compounds, 0.031% hits; Chaperonin Mm-Cpn (Methanococcus maripaludis); also: potency is read from the fitted curve at half-maximal effect; % is scaled to controls: 0 for no effect and ±100 for the full control effect; nearly all actives have a fitted effect of over 80% in size
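Quantitative HTS used 25 nM Mm-CPN and 10 uM ATP in magnesium/KCl Tris buffer, pH 7.4, with 1 mM DTT. Hydrolysis ran 30 min at 37°C; ADP was read by HTRF.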
Nrf2 block: Nrf2 qHTS screen for inhibitors; A549 ARE-Fluc reporter, luciferase luminescence, 18-24 h; Potency, µM (highest dose often 46 µM), without a hit: top-dose activity change, negative = inhibition, most hits filed as inhibitors; 360,000 compounds, 2.1% hits; also: potency is read from the fitted curve at half-maximal effect; % is scaled to controls: 0 for no effect and ±100 for the full control effect; nearly all actives have a fitted effect of over 60% in size
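A549 ARE_Fluc cells (5000/well, 5% FBS OPTI-MEM) pre-incubated 2 h, then treated with compounds 18-24 h at 37C/5% CO2 in concentration-response. CellTiter-Fluor viability read first; BugLite luciferase luminescence after 15 min at room temperature gives Nrf2 activity.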
EPAC2 agonist: qHTS for Agonist of cAMP-regulated guanine nucleotide exchange factor 4 (EPAC2): primary screen; 360,000 compounds, 0.079% hits; AID 720711, 2013; EPAC2 activation, biochemical qHTS; response scale: 100% = 6.5 mM cAMP response; Potency, µM (titrated, usually from 154 µM), inactives show at the highest dose activation, actives largely listed as activators; Rap guanine nucleotide exchange factor 4 (Homo sapiens), Q8WZA2; also: potency is read from the fitted curve at half-maximal effect; nearly all actives have a fitted effect of over 50% in size
Target sequence (Q8WZA2 whole entry, looked up): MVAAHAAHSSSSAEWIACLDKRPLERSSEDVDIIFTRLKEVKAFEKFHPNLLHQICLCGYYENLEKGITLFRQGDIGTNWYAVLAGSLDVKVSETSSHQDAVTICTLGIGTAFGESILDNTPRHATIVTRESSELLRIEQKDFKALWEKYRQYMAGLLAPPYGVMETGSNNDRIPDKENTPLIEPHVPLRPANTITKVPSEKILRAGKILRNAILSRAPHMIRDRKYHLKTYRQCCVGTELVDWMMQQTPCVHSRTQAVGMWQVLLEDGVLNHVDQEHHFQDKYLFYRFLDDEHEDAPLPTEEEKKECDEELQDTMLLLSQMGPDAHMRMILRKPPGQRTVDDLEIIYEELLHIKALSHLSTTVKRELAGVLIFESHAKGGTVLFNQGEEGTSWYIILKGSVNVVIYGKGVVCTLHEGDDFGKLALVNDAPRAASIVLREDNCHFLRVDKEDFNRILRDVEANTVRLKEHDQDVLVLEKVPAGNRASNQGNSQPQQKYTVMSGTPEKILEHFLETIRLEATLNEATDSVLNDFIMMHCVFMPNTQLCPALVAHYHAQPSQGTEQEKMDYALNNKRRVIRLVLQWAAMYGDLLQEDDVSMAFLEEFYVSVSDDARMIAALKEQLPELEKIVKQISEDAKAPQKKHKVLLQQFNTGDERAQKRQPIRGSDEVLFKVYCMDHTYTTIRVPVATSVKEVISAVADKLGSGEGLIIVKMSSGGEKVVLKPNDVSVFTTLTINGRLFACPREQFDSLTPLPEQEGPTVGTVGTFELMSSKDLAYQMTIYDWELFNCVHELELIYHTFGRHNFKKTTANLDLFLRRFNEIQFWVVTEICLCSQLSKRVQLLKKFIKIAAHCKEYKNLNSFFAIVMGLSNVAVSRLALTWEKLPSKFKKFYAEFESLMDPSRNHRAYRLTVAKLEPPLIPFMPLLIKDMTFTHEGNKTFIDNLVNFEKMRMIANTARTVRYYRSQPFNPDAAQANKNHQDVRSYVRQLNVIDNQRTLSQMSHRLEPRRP
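Readout is BODIPY fluorescence (480 nm excitation, 540 nm emission), which falls as labeled GDP is exchanged off Rap1B. EPAC2 at 100 nM acted on 250 nM RAP1B-BODIPY-GDP with 50 uM GDP present.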
A549 tox: Nrf2 qHTS screen for inhibitors: counterscreen for cytotoxicity | A549 ARE-Fluc cells, CellTiter-Fluor viability, 18-24 h | Potency, µM (top dose mostly 46 µM), without a hit: at the highest dose activity change, negative = cytotoxicity, usual class: inhibitors | 390,000 compounds, 0.16% hits; also: potency is read from the fitted curve at half-maximal effect; % is scaled to controls: 0 for no effect and ±100 for the full control effect
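A549 ARE_Fluc cells in 5% FBS OPTI-MEM were exposed to compounds in concentration-response for 18-24 h at 37 deg C. Viability was read by CellTiter-Fluor fluorescence (Ex 405/Em 525) after 30 min, before the luciferase read.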
TGFb SMAD3 inh: qHTS for Inhibitors of TGF-b; HepG2 CAGA-GFP TGF-b/SMAD3 reporter, GFP fluorescence, 18 h; TGF-beta stimulated, 500 pg/mL final; Potency, µM (highest dose often 46.1 µM), without a hit: at the top dose activity, negative = inhibition, most hits filed as inhibitors; 410,000 compounds, 1.2% hits; AID 588855, 2011; also: potency is read from the fitted curve at half-maximal effect; % is scaled to controls: 0 for no effect and ±100 for the full control effect; nearly all actives have a fitted effect of over 65% in size
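Cell-based qHTS in HEPG2 carrying a CAGA-GFP Smad reporter; compounds added before 500 pg/mL final TGF-beta, 18 h incubation at 37 degrees C, GFP fluorescence quantified per cell by imaging cytometry.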
CCT modulator: High-Throughput Screening for Modulators of Cytosolic Chaperonin Activity | purified chaperonin ATPase assay, HTRF ADP detection, 30 min | activity change, % (test concentration not listed), hits read low | 360,000 compounds, 0.3% hits; in the data active = activity change below about -30%; also: % is scaled to controls: 0 for no effect and ±100 for the full control effect
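Nucleotide hydrolysis assay: TRiC at 20–40 nM final (set by batch activity) with 10 uM ATP, 30 min at 37 °C, in presence of 76 uM compound. Detection by competitive ADP HTRF, 30 min ambient.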
EPAC2 antag: qHTS for Antagonist of cAMP-regulated guanine nucleotide exchange factor 2 (EPAC2): primary screen | Rap guanine nucleotide exchange factor 4 (Homo sapiens), Q8WZA2 | EPAC2 GEF exchange of Rap1B-BODIPY-GDP, fluorescence | Potency, µM (top dose mostly 114 µM), inactives show at the top dose activity, negative = inhibition, hits mostly inhibitors | 360,000 compounds, 0.18% hits; also: potency is read from the fitted curve at half-maximal effect; % is scaled to controls: 0 for no effect and ±100 for the full control effect; nearly all actives have a fitted effect of over 45% in size; many of its hits are not listed in these tables
* marks the source's active call; other numbers are inactive results; [ ] = remark or other dose. Unless noted, calls follow the shape of the dose curve; as a rule, active = well fitted curve in the direction sought with a large enough effect; inconclusive = small, poorly fitted or top-dose-only effect, or another doubt; inactive = no such curve, though single readings can be large; an effect the other way counts as inactive or inconclusive. Only part of the results is shown; rates above refer to the full screens.

What do the screens show for `CCOC(=O)C1CCN(C(=O)Nc2ccc(NC(=O)C3CCN(C(=O)OCC)CC3)cc2)CC1`?
Nrf2 activator: -0.2%; Akt phos inh: inactive; Mm-Cpn inhibitor: -7%; Nrf2 block: 10%; EPAC2 agonist: 8%; A549 tox: 12%[1.84 µM]; TGFb SMAD3 inh: inconclusive; CCT modulator: 1.3; EPAC2 antag: -6%

What do the screens show for `CC(/C=N/NC(=O)c1cccs1)=C\c1ccco1`?
Nrf2 activator: 14µM*; Akt phos inh: inactive; Mm-Cpn inhibitor: -1%; Nrf2 block: inconclusive; EPAC2 agonist: -2%; A549 tox: 1%; TGFb SMAD3 inh: 12%; CCT modulator: -3.1; EPAC2 antag: 6%

Results for COc1ccc(C(=O)NCCc2ccc(C)cc2)cc1OC1CCN(C(C)=O)CC1 ?
Nrf2 activator: 0.0%; Akt phos inh: inactive; Mm-Cpn inhibitor: -2%; Nrf2 block: 7%; EPAC2 agonist: -1%; A549 tox: 4%; TGFb SMAD3 inh: 0%; CCT modulator: -8.7; EPAC2 antag: 0%

How did CCOC(=O)c1cc(-c2ccc(C)cc2)n(CCC(=O)Nc2nc3c(C)cccc3s2)c1C do in these assays?
Nrf2 activator: 2.7%; Nrf2 block: inconclusive; A549 tox: -9%; TGFb SMAD3 inh: inconclusive

What do the screens show for `CCOC(=O)C(=O)NNc1cccc(C)c1C`?
Nrf2 activator: 5.6%; Akt phos inh: inactive; Mm-Cpn inhibitor: 1%; Nrf2 block: 16%; EPAC2 agonist: 4%; A549 tox: 13%; TGFb SMAD3 inh: -3%; CCT modulator: -2.7; EPAC2 antag: -16%

How did CC1=CC(=O)N(c2ccn(C)n2)C1=O do in these assays?
Nrf2 activator: 0.7%; Akt phos inh: inactive; Mm-Cpn inhibitor: -23%; Nrf2 block: -7%; EPAC2 agonist: 5%; A549 tox: 0%; TGFb SMAD3 inh: -8%; CCT modulator: -1.0; EPAC2 antag: 9%

Results for COc1ccc(NC(=O)Nc2ccc3c(c2)C(=O)N([C@@H](C)CO)C[C@@H](C)[C@@H](CN(C)S(=O)(=O)c2cn(C)cn2)O3)cc1 ?
Nrf2 activator: -0.1%; Akt phos inh: inactive; Mm-Cpn inhibitor: 3%; Nrf2 block: 6%; EPAC2 agonist: -2%; A549 tox: 3%; TGFb SMAD3 inh: 4%; CCT modulator: -0.2; EPAC2 antag: -3%

Results for CC1CCCC(NC(=O)C2N(CCCN3CCCC3)C(=O)C3C(C(=O)Nc4ccc(Cl)cc4)C4C=CC32O4)C1C (stereo not given) ?
Nrf2 activator: 0.3%; Akt phos inh: inactive; Mm-Cpn inhibitor: 1%; Nrf2 block: 2%; EPAC2 agonist: 1%; A549 tox: -27%; TGFb SMAD3 inh: 5%; CCT modulator: 0.8; EPAC2 antag: 3%

How did O=S(=O)(NCCN1CCOCC1)c1ccc(-c2ccc(S(=O)(=O)NCCN3CCOCC3)cc2)cc1 do in these assays?
Nrf2 activator: -0.6%; Akt phos inh: inactive; Mm-Cpn inhibitor: 1%; Nrf2 block: -28%; EPAC2 agonist: 5%; A549 tox: -8%; TGFb SMAD3 inh: 6%; CCT modulator: -0.2; EPAC2 antag: 11%

How did Fc1cccc(Cl)c1CNCCSc1nnnn1-c1ccccc1 do in these assays?
Nrf2 activator: 3.3%; Nrf2 block: 9%; A549 tox: 7%; TGFb SMAD3 inh: -3%

How did CN(CCO)C1=CC(=O)CC(C)(C)C1 do in these assays?
Nrf2 activator: 0.4%; Akt phos inh: inactive; Mm-Cpn inhibitor: 0%; Nrf2 block: 2%; EPAC2 agonist: -12%; A549 tox: 13%; TGFb SMAD3 inh: 9%; CCT modulator: 0.9; EPAC2 antag: -4%

What do the screens show for `COC(=O)c1[nH]cnc1C(=O)c1ccccc1`?
Nrf2 activator: 2.7%; Akt phos inh: inactive; Mm-Cpn inhibitor: -1%; Nrf2 block: inconclusive; EPAC2 agonist: -1%; A549 tox: 3%; TGFb SMAD3 inh: 0%; CCT modulator: -3.8; EPAC2 antag: 8%

What do the screens show for `COc1ccc(C(=O)N/C(=C\c2cc(OC)c(OC)cc2[N+](=O)[O-])C(=O)NCC(=O)O)cc1`?
Nrf2 activator: -0.4%; Akt phos inh: inactive; Mm-Cpn inhibitor: -4%; Nrf2 block: -5%; EPAC2 agonist: 13%; A549 tox: 2%; TGFb SMAD3 inh: -3%; CCT modulator: -2.7; EPAC2 antag: 2%

What do the screens show for `CCn1c(C)c(C(=O)c2ccccc2)c(C#N)c1C(=O)O`?
Nrf2 activator: 0.5%; Akt phos inh: inactive; Mm-Cpn inhibitor: 1%; Nrf2 block: 10%; EPAC2 agonist: 6%; A549 tox: -2%; TGFb SMAD3 inh: inconclusive; CCT modulator: 0.8; EPAC2 antag: -5%

What do the screens show for `Cc1ccc(-c2ccccc2NC(=O)CCl)o1`?
Nrf2 activator: inconclusive; Akt phos inh: inactive; Mm-Cpn inhibitor: -5%; EPAC2 agonist: 10%; A549 tox: -4%; TGFb SMAD3 inh: -9%; CCT modulator: -2.5; EPAC2 antag: -2%

Results for CC(C)(C)c1ccc(OCC(=O)NCCN2CCCC2)cc1 ?
Nrf2 activator: 0.3%; Akt phos inh: inactive; Mm-Cpn inhibitor: 1%; Nrf2 block: -8%; EPAC2 agonist: 0%; A549 tox: 10%; TGFb SMAD3 inh: -14%; CCT modulator: -1.7; EPAC2 antag: 3%

What do the screens show for `O=C(NCCS(=O)(=O)N1CCN(c2ccccc2F)CC1)c1ccc(Br)o1`?
Nrf2 activator: -0.2%; Akt phos inh: inactive; Mm-Cpn inhibitor: 0%; Nrf2 block: 0%; EPAC2 agonist: -5%; A549 tox: -9%; TGFb SMAD3 inh: -16%; CCT modulator: -4.2; EPAC2 antag: 0%

Results for CCOC(=O)CSc1nnc(-c2nnc(SCC(=O)OCC)n2CC)n1CC ?
Nrf2 activator: -0.1%; Mm-Cpn inhibitor: -4%; Nrf2 block: 6%; EPAC2 agonist: -4%; A549 tox: -1%; TGFb SMAD3 inh: 4%; CCT modulator: -0.2; EPAC2 antag: 3%

How did COc1cc(NC(=O)COC(=O)c2ccc([N+](=O)[O-])s2)cc(OC)c1OC do in these assays?
Nrf2 activator: 29%; Akt phos inh: inactive; Mm-Cpn inhibitor: -2%; Nrf2 block: -9%; EPAC2 agonist: 13%; A549 tox: -8%; TGFb SMAD3 inh: inconclusive; CCT modulator: -4.3; EPAC2 antag: 0%

Results for COc1ccc(CC(=O)Nc2sc3c(c2C(N)=O)CCCC3)cc1OC ?
Nrf2 activator: -0.8%; Akt phos inh: inactive; Mm-Cpn inhibitor: 1%; Nrf2 block: inconclusive; EPAC2 agonist: 1%; A549 tox: -3%; TGFb SMAD3 inh: -12%; CCT modulator: -0.8; EPAC2 antag: 3%

How did COc1ccc(-c2cc(C(=O)Nc3ccccc3O)c3ccccc3n2)cc1 do in these assays?
Nrf2 activator: 0.2%; Akt phos inh: inactive; Nrf2 block: inconclusive; EPAC2 agonist: 11%; A549 tox: -15%; TGFb SMAD3 inh: inconclusive; CCT modulator: -0.2; EPAC2 antag: 5%

What do the screens show for `CC(O)c1cccc(N=Cc2ccc3ccccc3c2O)c1` (stereo not given)?
Nrf2 activator: 0.4%; Akt phos inh: inactive; Mm-Cpn inhibitor: -2%; Nrf2 block: -3%; EPAC2 agonist: -31%[inhibitor]; A549 tox: -3%; TGFb SMAD3 inh: 28%; CCT modulator: 2.2; EPAC2 antag: 3%

Grouped by structure: the entries above with a halogen.
Results for CC1CCCC(NC(=O)C2N(CCCN3CCCC3)C(=O)C3C(C(=O)Nc4ccc(Cl)cc4)C4C=CC32O4)C1C (stereo not given) ?
Nrf2 activator: 0.3%; Akt phos inh: inactive; Mm-Cpn inhibitor: 1%; Nrf2 block: 2%; EPAC2 agonist: 1%; A549 tox: -27%; TGFb SMAD3 inh: 5%; CCT modulator: 0.8; EPAC2 antag: 3%

How did Fc1cccc(Cl)c1CNCCSc1nnnn1-c1ccccc1 do in these assays?
Nrf2 activator: 3.3%; Nrf2 block: 9%; A549 tox: 7%; TGFb SMAD3 inh: -3%

What do the screens show for `Cc1ccc(-c2ccccc2NC(=O)CCl)o1`?
Nrf2 activator: inconclusive; Akt phos inh: inactive; Mm-Cpn inhibitor: -5%; EPAC2 agonist: 10%; A549 tox: -4%; TGFb SMAD3 inh: -9%; CCT modulator: -2.5; EPAC2 antag: -2%

What do the screens show for `O=C(NCCS(=O)(=O)N1CCN(c2ccccc2F)CC1)c1ccc(Br)o1`?
Nrf2 activator: -0.2%; Akt phos inh: inactive; Mm-Cpn inhibitor: 0%; Nrf2 block: 0%; EPAC2 agonist: -5%; A549 tox: -9%; TGFb SMAD3 inh: -16%; CCT modulator: -4.2; EPAC2 antag: 0%
